OX1R antag-1: OX1R (HCRTR1) antagonists, primary screen, fluorescence, CHO/OX1R cells, Fluo-8 calcium, orexin A. Fluo-8 calcium fluorescence. inhibition, % at 5 µM. 330,000 compounds, 0.43% hits. AID 434989, 2010;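 active = inhibition above its plate's threshold, mean inhibition of all tested compounds on the plate plus 3 SD, cut at about 37% in these data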;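 also: 0% = orexin A challenge wells and 100% = SB-334867-A antagonist wells; not every result past the cut was called active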
Target sequence (O43613 whole entry, looked up): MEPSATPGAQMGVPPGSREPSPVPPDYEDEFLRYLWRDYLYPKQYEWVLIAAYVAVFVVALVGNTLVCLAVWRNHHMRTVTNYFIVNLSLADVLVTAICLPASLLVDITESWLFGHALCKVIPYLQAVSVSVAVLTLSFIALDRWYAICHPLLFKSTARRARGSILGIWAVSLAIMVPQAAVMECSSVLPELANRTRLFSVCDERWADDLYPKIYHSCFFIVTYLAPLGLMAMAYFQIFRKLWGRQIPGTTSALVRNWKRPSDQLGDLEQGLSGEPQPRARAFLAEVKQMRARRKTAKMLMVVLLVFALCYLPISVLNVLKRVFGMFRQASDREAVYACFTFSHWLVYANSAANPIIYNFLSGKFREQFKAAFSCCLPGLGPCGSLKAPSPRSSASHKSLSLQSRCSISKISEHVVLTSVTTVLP
OX1R antag-2: antagonists of human orexin 1 receptor (OX1R) | OX1R-expressing cells, FRET antagonist read-out | inhibition, % at 6.6 µM | 330,000 compounds, 1.8% hits | AID 485270, 2010; in the data active = inhibition mostly above about 38%, no sharp cut-off; inactive = mostly below about 40%;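 also: 0% = agonist challenge alone and 100% = reference antagonist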
* hit, by the source's call. Compounds were not picked by outcome (roughly 2.1% active in at least one column).

SMILES | OX1R antag-1 | OX1R antag-2
CN(C)c1ccc(-c2cccc(C3CC=CC4C3C(=O)N(Cc3ccccc3)C4c3ccc4ccccc4c3)c2)cc1 (stereo unspecified) | -7 | 33
Cc1cccn2cc(-c3cccc(NC(=O)c4cccs4)c3)nc12 | -4 | 111*
O=C(Nc1cccnc1Cl)c1ccc(S(=O)(=O)N2CCCCCC2)cc1 | -20 | 15
CCc1noc(C)c1C(=O)N1CCCC(N2CCN(c3cccc(Cl)c3)CC2)C1 (stereo unspecified) | -10 | 18
COc1cccc(CNC(=O)CCCn2c(=S)[nH]c3cc4c(cc3c2=O)OCO4)c1 | -4 | 22
CC1(C)OC(=O)C(=NNc2ccc(C(=O)O)cc2)C(=O)O1 | -4 | 37
Cc1cc2cc(CNC(=S)Nc3ccc(OC(F)(F)F)cc3)ccc2[nH]1 | -14 | 9
CC1CCC(C(C)C)C(OC(=O)C2=C3c4ccccc4S(=O)(=O)N3CC2)C1 (stereo unspecified) | 8 | 5
COc1ccc(N2CCN(c3ccc(N)cc3C#N)CC2)cc1 | -26 | 9
Cc1ccc(NC(=O)C2CCCN(C(=O)NCc3ccccc3)C2)c(C)c1 (stereo unspecified) | -33 | 25
Cc1nnc(N2C(=O)C(=O)/C(=C(/O)c3ccc4c(c3)CC(C)O4)C2c2ccccc2F)s1 (stereo unspecified) | -14 | 9
O=C1N(c2cccc3ccccc23)C(c2ccccc2)N2CCCN12 (stereo unspecified) | -16 | 6
COc1ccc(-n2c(=O)c3ccccc3n(CC(=O)NC3CCCC3)c2=O)c(OC)c1 | 2 | 3
c1ccc(CCn2nnnc2C(c2cccs2)N2CCOCC2)cc1 (stereo unspecified) | -19 | 19
O=C1CCC(=O)N(c2ccccc2)N1 | -13 | 3

Compound profiles (already shown). Screens in order: OX1R antag-1 | OX1R antag-2
CN(C)c1ccc(-c2cccc(C3CC=CC4C3C(=O)N(Cc3ccccc3)C4c3ccc4ccccc4c3)c2)cc1 (stereo unspecified) as listed: -7 | 33
CCc1noc(C)c1C(=O)N1CCCC(N2CCN(c3cccc(Cl)c3)CC2)C1 (stereo unspecified) as listed: -10 | 18

Additional results follow.
SMILES | OX1R antag-1 | OX1R antag-2
COc1ccccc1C1CCN(C(=O)c2ccccc2)CC1 | -23 | -6
N/C(CN1CCCC1=O)=N\OC(=O)c1ccccc1Cl | 1 | -1
CCOc1ccc(N2CC(C(=O)Nc3cccc(S(=O)(=O)NC4=NCCC4)c3)CC2=O)cc1 (stereo unspecified) | -22 | 10
CC(=O)Nc1ccc(S(=O)(=O)NCCC(=O)NCCc2ccc(F)cc2)cc1 | -3 | 14
Cc1cccc(-n2c(SCC(=O)NCc3ccco3)nnc2-c2ccco2)c1 | -16 | 14
COc1ccc(-n2c(SCC(=O)Nc3cccc4ccccc34)nc(O)cc2=O)cc1 | -22 | 4
CC(C)Cn1c(CN2C(=O)c3ccccc3C2=O)nc2ccccc2c1=O | -20 | 5
CCCCSc1nnc(-c2ccc(C)cc2)n1C | -20 | 15
CC(NC(=O)c1cccs1)c1ccc(Br)cc1 (stereo unspecified) | -17 | 6
CNC(=O)CSCCn1c(SCC(=O)NC)nc2ccccc2c1=O | -9 | 7
CCSc1nc2ccccc2n1CC(=O)N1CCOCC1 | -23 | 7
CC1(C)CC(=O)N(c2ccc(C#N)cc2)C(=O)C1 | 1 | 2
CC1CCCC(C)N1S(=O)(=O)c1ccc(Cl)cc1 (stereo unspecified) | -21 | 7
COc1cccc(/C=N/NC(=O)Cn2cnc3c2c(=O)n(C)c(=O)n3C)c1OC | -11 | -2
CN(C)CCCNCC(=O)NN(c1ccccc1)c1ccccc1 | -14 | 4
CC1(C)CC(NC(=O)c2ccncc2)CC(C)(C)N1O | -4 | 7
Cc1ccc(C)c(NC(=O)C(=O)NCC2CCCN2S(=O)(=O)c2cccs2)c1 (stereo unspecified) | -26 | 31
CCc1cc(C(=O)c2ccc(OC)cc2)c(NC(=O)CN2CCCCC2)s1 | -38 | 16
CC(=O)c1c(C)[nH]c(C(=O)NCCC2=CCCCC2)c1C | -30 | 4
COCCNC(=S)NN=C1CCC(c2ccccc2)CC1 (stereo unspecified) | -19 | 22
CCc1sc(C(=O)NCc2ccccc2)cc1C | -12 | -2
OCCNCCOc1ccc(Cl)c(Cl)c1 | -3 | 6
Cc1ccnc(NC(=O)CNC(=O)c2cccs2)c1 | -6 | 19
O=C(CC1(O)C(=O)Nc2ccccc21)c1ccc(-n2cnnn2)cc1 (stereo unspecified) | -5 | 10
CCCc1nc2ccccc2c(=O)n1-c1ccc(C(=O)OCC)cc1 | -18 | 2
COc1ccc(CN/C(C)=C(/C#N)C(N)=O)cc1OC | -6 | 4
C/C(N)=C(/C#N)C(=O)CSc1nn(-c2ccc(Cl)cc2)c(=S)s1 | -14 | 40
O=c1c2ccccc2nc(/C=C/c2ccccc2)n1CCCO | -24 | 15
COc1ccc(C2=NS(=O)(=O)N(C)C(C(=O)NCc3ccccc3)=C2)cc1OC | -3 | 21
CCCn1ncc(CN2CCC(Oc3ccc(C(=O)N4CCCC4)cc3)CC2)c1C | 16 | 8
CCC[n+]1cn(/C(C(=S)Nc2cccc(Cl)c2C)=C(/[O-])c2ccc(OC)c(OC)c2)c2ccccc21 | -25 | 21
Cc1c(/C(O)=C2/C(=O)C(=O)N(CCN(C)C)C2c2ccc(C(C)C)cc2)cnn1-c1ccccc1 (stereo unspecified) | -23 | 1
COCCn1c(SCc2nc3ccccc3c(=O)[nH]2)nnc1-c1ccncc1 | -20 | 9
O=C(c1ccc([N+](=O)[O-])cc1)N1CCc2ccccc21 | -24 | 14
CC(=O)C(=Nc1ccc(Cl)cc1Cl)NNc1cccc(Cl)c1 | -24 | 23
O=C(Nc1ccc(Cl)cc1)N(C1=NCCC1)c1ccc(OC(F)F)cc1 | 33 | 13
COP(=O)(OC)c1nc(-c2cccc3ccccc23)oc1NCc1ccccc1 | -31 | 13
CCC(C)(C)NC(=O)C(c1ccc(C)cc1)N(Cc1ccco1)C(=O)Cn1nnc2ccccc21 (stereo unspecified) | -35 | 22
CCCn1nc(NC(=O)c2cccs2)c2cc3ccccc3nc21 | -12 | 17
CC(C)C(=O)Nc1cccc(C(=O)Nc2nnc(C(C)C)s2)c1 | -16 | 34
CCN(Cc1nc2ccccc2c(=O)[nH]1)C(=O)c1ccc(C)c(NC(=O)c2ccco2)c1 | -21 | 20
C[C@H](CO)N1C[C@H](C)[C@@H](CN(C)Cc2ccc3c(c2)OCO3)Oc2c(NC(=O)C3CC3)cccc2C1=O | -15 | 8
COc1ccc(S(=O)(=O)CCC(=O)N(C)c2ccc(OC)cc2OC)cc1 | -10 | 7
Cc1ccccc1C(C(=O)NCc1ccccc1)N(Cc1ccco1)C(=O)c1ccccn1 (stereo unspecified) | -7 | 55
COc1ccc(C(=O)Nc2nnc(SCC(=O)NCc3ccco3)s2)c(OC)c1 | -10 | 21

Ordered by count of non-hydrogen atoms (smallest number first): part of the list above
SMILES | OX1R antag-1 | OX1R antag-2
OCCNCCOc1ccc(Cl)c(Cl)c1 | -3 | 6
CCc1sc(C(=O)NCc2ccccc2)cc1C | -12 | -2
Cc1ccnc(NC(=O)CNC(=O)c2cccs2)c1 | -6 | 19
O=C(c1ccc([N+](=O)[O-])cc1)N1CCc2ccccc21 | -24 | 14
CC(=O)c1c(C)[nH]c(C(=O)NCCC2=CCCCC2)c1C | -30 | 4
CC(=O)C(=Nc1ccc(Cl)cc1Cl)NNc1cccc(Cl)c1 | -24 | 23
C/C(N)=C(/C#N)C(=O)CSc1nn(-c2ccc(Cl)cc2)c(=S)s1 | -14 | 40
CCCn1nc(NC(=O)c2cccs2)c2cc3ccccc3nc21 | -12 | 17
O=C(CC1(O)C(=O)Nc2ccccc21)c1ccc(-n2cnnn2)cc1 (stereo unspecified) | -5 | 10
O=C(Nc1ccc(Cl)cc1)N(C1=NCCC1)c1ccc(OC(F)F)cc1 | 33 | 13
COc1ccc(S(=O)(=O)CCC(=O)N(C)c2ccc(OC)cc2OC)cc1 | -10 | 7
COCCn1c(SCc2nc3ccccc3c(=O)[nH]2)nnc1-c1ccncc1 | -20 | 9
COc1ccc(C2=NS(=O)(=O)N(C)C(C(=O)NCc3ccccc3)=C2)cc1OC | -3 | 21
CCCn1ncc(CN2CCC(Oc3ccc(C(=O)N4CCCC4)cc3)CC2)c1C | 16 | 8
CCN(Cc1nc2ccccc2c(=O)[nH]1)C(=O)c1ccc(C)c(NC(=O)c2ccco2)c1 | -21 | 20
Cc1ccccc1C(C(=O)NCc1ccccc1)N(Cc1ccco1)C(=O)c1ccccn1 (stereo unspecified) | -7 | 55
CCC(C)(C)NC(=O)C(c1ccc(C)cc1)N(Cc1ccco1)C(=O)Cn1nnc2ccccc21 (stereo unspecified) | -35 | 22
CCC[n+]1cn(/C(C(=S)Nc2cccc(Cl)c2C)=C(/[O-])c2ccc(OC)c(OC)c2)c2ccccc21 | -25 | 21
C[C@H](CO)N1C[C@H](C)[C@@H](CN(C)Cc2ccc3c(c2)OCO3)Oc2c(NC(=O)C3CC3)cccc2C1=O | -15 | 8

Other results.
SMILES | OX1R antag-1 | OX1R antag-2
Cc1ccc(N(CC(=O)NCc2ccc3c(c2)OCO3)S(C)(=O)=O)cc1 | -4 | 16
O=C(CCc1nnc2n(Cc3ccc(F)cc3)c(=O)c3ccccc3n12)NCCN1CCOCC1 | -13 | 11
CSc1ncc(C(=O)Nc2ccc(C)cc2C)c(C)n1 | -7 | -2
Oc1[nH]c2ccccc2c1/C=N/N1CCCCC1 | 2 | 26
CCC(C)(C)NC(=O)C(c1ccc(OC)cc1)N(C(=O)CCC(=O)Nc1cc(C)on1)c1ccc(OC)c(OC)c1 (stereo unspecified) | -35 | 2
CC(NC(=O)CNC(=O)c1ccco1)c1ccccc1 (stereo unspecified) | -9 | 10
COc1c(O)cccc1[C@@H](O)C1CCN(CCc2ccc(F)cc2)CC1 | 21 | -2
CC(=O)N1CCN(C(=O)C(Cc2ccccc2)NC(=O)c2ccccc2)CC1 (stereo unspecified) | 11 | 5
O=C(OCc1ccccn1)c1ccc(COc2ccc3ccccc3c2)o1 | 40 | 5
OCC[C@H]1C[C@H](O)[C@@H](O)[C@]2(CCCCO2)O1 | 9 | 3
CCOC(=O)CN1C=C(c2ccc3ccccc3n2)C(C[N+](=O)[O-])c2ccccc21 (stereo unspecified) | -20 | 117*
CN(C)CCCN1C(=O)C(O)=C(C(=O)c2cccs2)C1c1cccc([N+](=O)[O-])c1 (stereo unspecified) | -4 | 9
Cc1ccc2nc(C)c(C(=O)N/N=C/c3ccco3)cc2c1 | -7 | 14
O=C(Cn1c(=O)sc2ccccc21)Nc1ccc(S(=O)(=O)N2CCCCC2)cc1 | -9 | 0
O=C(NNS(=O)(=O)c1ccccc1)c1ccc(O)cc1 | -11 | 19
COc1ccc(NC(=O)C2Cc3ccccc3C(=O)O2)cc1 (stereo unspecified) | -9 | 5
COc1ccc(OCCN(C)CC(=O)Nc2ccccc2SC)cc1 | -17 | 22
CC(=O)N1c2ccccc2C2(C)C(C1(C)C)C2(Cl)Cl (stereo unspecified) | -7 | 17
COc1ccc(CC(=O)Nc2c(C(N)=O)oc3ccccc23)cc1OC | -7 | 9
CCOc1ccc(/C=N/NC(=O)Nc2ccccc2)cc1 | -11 | 13
Cc1cc(C)nc(N2CCCC(C(=O)Nc3nc4ccc(S(C)(=O)=O)cc4s3)C2)n1 (stereo unspecified) | -12 | 8
Cc1ccccc1OC(C)C(=O)N1CCN(c2ccccn2)CC1 (stereo unspecified) | -7 | 5
O=C(CSCc1nc2ccccc2[nH]1)Nc1ccccc1 | 5 | -9
CCc1cccc2c(C(=O)COC(=O)c3cnc(C)cn3)c[nH]c12 | 3 | -2
Cc1cc(SCC(=O)N/N=C/c2ccc(O)cc2O)nc2ccccc12 | -4 | 50*
C[C@@H]1Cc2c(O)c(O)cc(O)c2C(=O)O1 | -17 | 3
CCOc1ccc(C(=O)CCC(=O)NC(C)C(=O)OC)cc1 (stereo unspecified) | -18 | 5
CC(=O)N1CCC(=NNc2ccc(S(N)(=O)=O)cc2[N+](=O)[O-])CC1 | 2 | 51
O=C(NC(=S)NCCc1ccccn1)c1ccccc1 | -32 | 35
CCCCNC(=O)Nc1ccccc1C(=O)NCCC | -10 | 8
C[C@H](CO)N1C[C@H](C)[C@@H](CN(C)C(=O)NC2CCCCC2)Oc2ccc(NC(=O)CCC(F)(F)F)cc2C1=O | -10 | 5
Cc1cccc(N2CCN(C(=O)N3CCOCC3)CC2)c1C | -20 | 13
O=C(CSCc1ccccc1)N/N=C/c1ccc(OCC(=O)N2CCCCC2)cc1 | -6 | 18
Cc1cc([N+](=O)[O-])c2c(c1C)C1C=CCC1C(c1ccccn1)N2 (stereo unspecified) | 1 | 8
CCn1c(SCC(=O)NC)nnc1C(C)C | -18 | 10
CC(=C/C(=O)O)/C(=C\c1ccc(Br)o1)C(=O)O | -1 | 8
Cc1ccc2cccc(NC(=S)NC(=O)c3ccccc3)c2n1 | -6 | 48
COc1ccc2nc(NC(=O)Nc3ccccc3OC)sc2c1 | 14 | 66*
CC(C)OC(=O)/C(C#N)=C/c1ccc(-c2ccc(SC(F)F)cc2)o1 | -4 | 11

Source: PubChem BioAssay
